Screening results (PubChem)
ZTA counter: ZTA (EBV) inhibition in EBNA-1 counter-screen; ZTA-DNA binding, fluorescence polarization; inhibition, % at 11 µM; 320,000 compounds, 0.15% hits; in the data active = inhibition above about 33%
core dimer inh: blocks dimerization of HCV core protein. 300,000 compounds, 0.33% hits. inhibition, % at 5 µM. TR-FRET GST/Flag-core106 dimerization, 1536-well;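 active = inhibition above the mean of all tested compounds plus 3 SD, set per screening campaign, cut at about 45% in these data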
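Material: Tagged HCV core106 pair (GST and Flag) | Amount: GST-core106 13.5 nM, Flag-core106 17 nM | Medium: KF-containing HEPES buffer, pH 7.45, DTT, CHAPS, BSA | Reagent: Eu donor and XL665 acceptor anti-tag antibodies | Schedule: 4 h at 22.5 °C | Technique: Time-resolved FRET, ex 340 nm, em 617 and 671 nm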
GASC-1 inh: inhibitors of human GASC-1 (JMJD2C) demethylase; Q9H3R0; GST-JMJD2C(1-420) H3K9me3 demethylation, DELFIA europium; inhibition, % at 2.35 µM; 330,000 compounds, 0.069% hits; AID 2099;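 active = more than half of a compound's replicate wells show inhibition beyond 50%, single wells judged on their own value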;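 also: signal counts dimethyl H3K9 product captured on neutravidin plate; 0% = median of DMSO wells and 100% = 0.3 times that DMSO median; strong numbers were not always called active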
Target sequence (Q9H3R0 1-420 limits assumed): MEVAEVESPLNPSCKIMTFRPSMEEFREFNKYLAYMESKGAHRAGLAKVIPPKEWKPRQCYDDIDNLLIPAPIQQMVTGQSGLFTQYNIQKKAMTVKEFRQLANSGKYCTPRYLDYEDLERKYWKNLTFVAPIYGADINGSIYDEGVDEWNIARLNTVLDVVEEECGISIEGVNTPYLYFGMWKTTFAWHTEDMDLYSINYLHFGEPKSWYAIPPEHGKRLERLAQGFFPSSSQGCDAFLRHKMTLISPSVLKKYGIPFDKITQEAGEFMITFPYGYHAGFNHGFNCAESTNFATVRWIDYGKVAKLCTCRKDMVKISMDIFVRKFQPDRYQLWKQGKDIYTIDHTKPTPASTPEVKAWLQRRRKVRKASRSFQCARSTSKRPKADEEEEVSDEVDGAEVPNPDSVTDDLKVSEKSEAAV
PP1 counter: counter-screen for PP5 inhibitors: inhibitors of human PP1-alpha | P62136 | purified PP1alpha, OMFP fluorescence | inhibition, % at 6.7 µM | 320,000 compounds, 0.9% hits;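 active = inhibition above the mean inhibition of all tested compounds plus 3 SD, computed separately for each screening campaign, cut at about 15% in these data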
Target sequence (P62136 whole entry, looked up): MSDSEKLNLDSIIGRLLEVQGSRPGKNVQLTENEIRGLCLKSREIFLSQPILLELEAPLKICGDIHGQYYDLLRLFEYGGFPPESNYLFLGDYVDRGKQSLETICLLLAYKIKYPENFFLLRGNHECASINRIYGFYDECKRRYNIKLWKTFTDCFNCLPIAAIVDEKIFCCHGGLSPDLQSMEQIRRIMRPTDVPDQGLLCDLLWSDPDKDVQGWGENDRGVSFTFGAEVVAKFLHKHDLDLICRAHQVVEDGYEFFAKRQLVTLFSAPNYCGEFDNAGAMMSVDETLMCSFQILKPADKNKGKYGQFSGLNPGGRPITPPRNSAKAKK
CR mimetic SO: yeast age-related superoxide inhibition as caloric restriction mimetic; 330,000 compounds, 0.18% hits; S. cerevisiae aged cells, superoxide DHE fluorescence; active compounds read low; superoxide response (% of plate mean), % at 10 µM;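 active = superoxide response under a set limit, about three screen SD below normal, cut at about 65% in these data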;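 also: yeast aged for seven days with compound at 30 °C before DHE staining; 100% = average MFI of all compound-treated wells on the plate with controls excluded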
PP5 primary: PP5 (human) phosphatase inhibition; purified PP5c, OMFP substrate fluorescence; inhibition, % at 6.7 µM; 320,000 compounds, 0.18% hits; AID 1987;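 active = inhibition above the campaign's mean inhibition across all tested compounds plus 3 SD, cut at about 9.5% in these data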;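 also: 0% = DMSO only and 100% = 100 µM cantharidin control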
TPT1 inhibitor: C. albicans TPT1 enzyme inhibition; inhibition, % at 5 µM; recombinant caTPT1, FP RNA substrate dephosphorylation; 300,000 compounds, 0.81% hits;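 active = inhibition above the mean of all tested compounds plus 3 SD, set per screening campaign, cut at about 24% in these data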;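 also: plate controls were DMSO alone for no effect and ferristatin control at 100 nM for full effect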
CTSL1 counter: blocks F. hepatica cathepsin L1 in PFM18AAP counter-screen; recombinant F. hepatica cathepsin L1, Z-Leu-Arg-MCA fluorescence; inhibition, % at 5.96 µM; 300,000 compounds, 0.49% hits;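 active = inhibition above the mean of all tested compounds plus 3 SD, set per screening campaign, cut at about 17% in these data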;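 also: 0% = plate median of test compound wells and 100% = 1 µM Z-Phe-Ala-diazomethylketone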
EBNA-1 inhibitor: blocks EBNA-1 binding to DNA. AID 1950. EBNA-1 DNA binding, fluorescence polarization. 300,000 compounds, 0.34% hits. inhibition, % at 14.8 µM; in the data active = inhibition above about 28%
* hit, by the source's call; i = inactive; / = no result given; & = joins results of further samples. Outcome played no part in choosing rows, and some 3.1% of all compounds hit somewhere here.

nr	Molecule	ZTA counter	core dimer inh	GASC-1 inh	PP1 counter	CR mimetic SO	PP5 primary	TPT1 inhibitor	CTSL1 counter	EBNA-1 inhibitor
1	O=C(NCc1ccco1)C1CCCN(S(=O)(=O)c2cccc3cccnc23)C1 (centres undefined)	2	-5	-3	-3	101	3.2	-1	1	3
2	CCOC(=O)c1c(C(C)(C)C)oc2ccc(O)cc12	1	-2	-4	3	104	8.6	-5	0	-4
3	CC1CCCCN1CCNC(=O)C1CCN(S(=O)(=O)N2CCCCC2)CC1 (centres undefined)	-16	-1	4	-4	90	-0.9	-4	3	4
4	CC(C)C[C@H](NC(=O)c1nc[nH]c1C(=O)N1CCc2ccccc2C1)C(=O)OC(C)(C)C	5	1	-7	0	104	6.6	3	5	5
5	COc1ccccc1C(=O)N/C(=C\c1ccccc1)C(=O)NC(Cc1ccccc1)C(=O)O (centres undefined)	-6	-2	39	-3	93	-0.8	-4	2	5
6	Cc1ccc(CCNC(=O)CNS(=O)(=O)c2ccc3nc(C)sc3c2)cc1	-6	-4	4	-1	87	0.4	0	-1	-15
7	CC1CCc2cc(F)ccc2N1C(=O)CSc1nnc2c3cc(F)ccc3n(C)c2n1 (centres undefined)	-4	8	1	-3	88	4.1	1	0	-4
8	CCOC(=O)c1cnc2c(C)c(Cl)ccc2c1N1CCOCC1	-1	0	-4	-3	103	0.8	-5	0	1
9	Cc1ccc(S(=O)(=O)N2CCCOC2CNC(=O)C(=O)NCCCn2ccnc2)cc1 (centres undefined)	-7	-8	4	-2	112	4.1	-2	-2	-12
10	Cc1ccccc1OCC(=O)NCCc1nc2ccccc2[nH]1	4	-3	3	-1	98	1.9	0	-1	-2
11	CC(C)n1cc(/C=C2/NC(=O)NC2=O)c2ccccc21	15	-20	-5	-5	102	0.8	-5	3	-11
12	COc1cccc(CN2CCN(Cc3ccco3)CC2)c1	1	-8	3	2	96	-1.6	-2	1	4
13	CC(C)c1ccccc1OCCCN1CCCC1	11	0	-7	4	102	-0.1	-1	1	16
14	Cc1ccccc1NC(=O)NCCCN1CCN(C2CCCCC2)CC1	-11	-2	8	-5	106	-0.1	-3	0	-11
15	CC(=O)Nc1ccc(NC(=O)C(C)OC(=O)CNS(=O)(=O)/C=C/c2ccc(C)cc2)cc1 (centres undefined)	22	-1	-5	-5	101	0.7	5	-16	5
16	CC1Nc2ncnc(N3CCc4ccccc4C3)c2N(Cc2ccc(Br)cc2)C1=O (centres undefined)	-4	25	59	23*	/	4.0	11	0	-10
17	Cc1ccc(S(=O)(=O)NCc2ccccc2)cc1C(=O)NCCc1ccc(S(N)(=O)=O)cc1	-28	/	3	-2	89	4.3	/	/	/
18	CCCCN(C(=O)c1cccc(N2C(=O)c3ccccc3C2=O)c1)c1c(N)n(CC(C)C)c(=O)[nH]c1=O	-4	/	-8	-6	100	0.6	/	/	/
19	COC(=O)COc1cccc2c(=O)n(CC(=O)N3CCC(C)CC3)ccc12	6	-6	5	0	107	-2.9	-5	2	1
20	COc1ccc(-n2c(SCC(=O)Nc3ccc(C(=O)O)cc3)nnc2-c2cccs2)cc1	-7	5	3&9	4	106	1.2	-2	2	-2
21	N#Cc1c(NCc2ccccc2)ccnc1Cl	-2	2	4	-1	95	1.9	0	-1	-4
22	CC(O)(c1ccccc1)C(c1ccccc1)C1CCCCN1 (centres undefined)	13	-2	6	-5	105	-0.8	-2	1	-3
23	CC(C)OC(=O)/C(C#N)=C/c1cn(Cc2ccccc2)c2ccccc12	3	6	-1	1	99	-0.5	0	2	0
24	CN(C)c1ccc(S(=O)(=O)N2CCCCC2)cc1NC(=O)CN1C(=O)NC2(CCCC2)C1=O	-1	1	3	-1	103	-0.1	-1	2	-3
25	CCCCNC(=O)CCSc1nc2nc(C)cc(C)n2n1	22	-9	1	-5	98	-1.0	-3	0	2
26	Cc1ccc(NC(=O)/C(C#N)=C/c2cc(C)n(-c3ccc(N4CCOCC4)c([N+](=O)[O-])c3)c2C)c(C)c1	8	15	-8	-3	103	-0.4	-1	-2	0
27	N/C(CS(=O)(=O)c1ccccn1)=N\OC(=O)c1ccccc1Cl	4	2	3	-1	108	0.5	2	-2	0
28	O=C1c2ccccc2C(=O)N1CCSc1nncs1	13	-1	0	-2	110	-2.4	3	-3	14
29	CCOC(=O)C1CCN(c2c(NCCCN(CC)Cc3ccccc3)c(=O)c2=O)CC1	-18	-2	-4	0	115	1.3	6	0	0
30	COc1ccc(NC(=O)CCN2CCCC(C)C2)cc1 (centres undefined)	52*	0	11	2	81	1.1	-3	-3	5
31	NNC(=O)CSc1nnc(-c2ccccc2)n1-c1ccccc1	0	i	-13	6	102	1.7	0	-4	-23
32	CCN=c1sc(C(=O)OC)cc(=O)n1CC	-17	4	-18	-1	105	5.1	1	-3	-13
33	CC1CCCCN1CC(=O)Nc1cc(S(=O)(=O)N2CCOCC2)ccc1N1CCCC1 (centres undefined)	7	1	3	-1	98	2.0	7	-2	1
34	Cc1ccc(NC(=O)C2CCN(S(=O)(=O)c3cccs3)CC2)cc1C	14	1	0	-2	97	1.8	-5	0	-1
35	COc1ccc(C(=O)C[n+]2ccc(-c3nnc4n3CCC4)cc2)cc1	-3	4	1	-2	100	-2.2	-4	-3	-3
36	COc1ccc(/C=N/S(=O)(=O)c2ccccc2)cc1OC	-3	-2	-2	-4	100	1.6	6	-2	-3
37	Cc1sc(NC(=O)C2CCCCC2C(=O)O)c(C(N)=O)c1-c1ccccc1 (centres undefined)	-8	-4	6	2	115	0.9	-3	0	-7
38	CC1CCN(C(=O)Nc2ccc3nsnc3c2)CC1	11	1	2	-2	92	3.0	0	-1	1
39	Cc1nnc(N(C)C(=O)c2ccccn2)s1	-6	3	32	-5	92	3.4	4	-13	-2
40	COc1ccc(C(=O)Nc2c3c(nn2C(C)(C)C)CS(=O)(=O)C3)cc1OC	-6	1	4	-4	103	4.8	-3	1	-12
41	Cc1cc(N2C(=O)CC(Cc3ccccc3)C2=O)no1 (centres undefined)	10	-2	10	-3	93	1.0	-3	-1	-5
42	CCOC(=O)Cc1csc(NC(=O)CCc2ccccc2)n1	-6	-1	5	0	100	-2.1	0	0	3
43	O=C(NCc1ccccc1F)C1CCCN(C(=O)Nc2ccc(F)cc2)C1 (centres undefined)	15	3	-7	2	111	0.2	-2	1	-6
44	CCOC(=O)C(C(=O)Nc1nccs1)C1CCCCC1 (centres undefined)	-9	-5	25	-3	101	1.9	5	0	-5
45	CCOc1ccc(CNC2CCCCCCC2)cc1OC	3	3	0	-4	92	2.8	0	-5	-3
46	Cc1csc(NC(=O)CSc2nc(=O)[nH]c3c2CCCC3)n1	2	0	10	1	92	0.1	-1	4	6
47	Cc1nc(=O)c(-c2ccccc2)c(C)n1-c1ccccc1Cl	-35	-2	-4	-3	100	1.3	-1	-7	-11
48	CCNC(=S)N/N=C/c1ccc(C#N)cc1	-5	0	4	-3	104	-1.2	-1	6	3
49	CC(C)c1ccc(OCC(=O)NC2CCCC2)cc1	-18	5	-29	-9	105	3.6	3	-1	-8
50	CC(C)(C)C(=O)CC1(O)C(=O)N(Cc2ccccc2)c2ccccc21 (centres undefined)	0	0	2	-4	89	-1.4	1	4	12

The final 3 entries of the part above lead into the next:
nr	Molecule	ZTA counter	core dimer inh	GASC-1 inh	PP1 counter	CR mimetic SO	PP5 primary	TPT1 inhibitor	CTSL1 counter	EBNA-1 inhibitor
48	CCNC(=S)N/N=C/c1ccc(C#N)cc1	-5	0	4	-3	104	-1.2	-1	6	3
49	CC(C)c1ccc(OCC(=O)NC2CCCC2)cc1	-18	5	-29	-9	105	3.6	3	-1	-8
50	CC(C)(C)C(=O)CC1(O)C(=O)N(Cc2ccccc2)c2ccccc21 (centres undefined)	0	0	2	-4	89	-1.4	1	4	12
51	COc1ccc(NS(=O)(=O)c2cc(NC(=O)c3ccc(=O)[nH]n3)ccc2N2CCOCC2)cc1	7	/	-6	-4	110	0.9	/	/	/
52	C=CCc1ccc(OCCCCCN2CCOCC2)c(OC)c1	10	-1	-12	0	98	0.7	-3	-1	1
53	O=C(Cn1nnc(-c2ccncc2)n1)Nc1ccc2c(c1)CCC2	-10	43	-1	-5	91	-3.1	-7	9	-9
54	CC(C)OCCCNS(=O)(=O)c1ccc2c(c1)OCCO2	-3	-5	-13	0	86	-1.4	-7	-2	6
55	Cc1cccc(C(=O)Nc2ccc(S(=O)(=O)N3CCOCC3)cc2C)c1	-16	3	7	-4	93	-0.3	-2	4	4
56	CC1=C(C(=O)OCc2ccc(C)cc2)C(c2ccc(O)c([N+](=O)[O-])c2)NC(=O)N1 (centres undefined)	-15	7	0	6	108	-0.9	-5	1	-3
57	Cc1cccc(NC(=O)c2ccc(Cl)c(S(=O)(=O)N3CCCCC3)c2)n1	0	2	2	-7	99	-1.1	-4	0	10
58	COc1ccc(CNC(=O)[C@H](Cc2ccccc2)NC(=O)C2CCNCC2)cc1	6	4	-17	-1	95	0.1	-2	-1	-2
59	CC1(C)Cc2ccccc2C(=NC(Cc2c[nH]c3ccccc23)C(=O)O)N1 (centres undefined)	-5	5	-3	0	100	1.8	0	-6	-7
60	CCN=C1SC(CC(=O)Nc2ccccc2)C(=O)N1CC (centres undefined)	-13	-2	-3	-2	89	0.1	3	-5	-14
61	CSCC(=O)N1CCCC(CNC(=O)c2ccccc2Cl)C1 (centres undefined)	1	-1	2	-4	87	2.1	0	-1	-3
62	CC(C)C(NC(=O)c1ccc(Cl)cc1)C(=O)NCC1CCCO1 (centres undefined)	-7	1	-10	6	90	-1.2	0	4	-2
63	CCOc1ccccc1NC(=O)c1ccccc1NC(=O)c1ccco1	-12	-10	-18	6	101	2.6	1	1	-18
